GPR55 antagonists = inhibition of LPI-stimulated GPR55 beta-arrestin translocation – imaging, U2OS, beta-arrestin-GFP, LPI agonist, primary screen (AID 2013). U2OS GPR55 beta-arrestin-GFP translocation imaging, LPI antagonism; higher % means a stronger effect. inhibition, % at 10 µM; hits with a dose series show IC50 in µM. 290,000 tested, 0.13% active;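 active means spots per cell inhibited over 60%, with over 100 cells counted and total cytoplasm intensity under 500,000; inconclusive means wells with under 100 cells, flagged as likely toxic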;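 further: U2OS cells stably carrying GPR55 and arrestin-GFP stimulated by 5 µM LPI near EC80; imaged beta-arrestin-GFP aggregate spots per cell after agonist stimulation; plate controls were LPI-stimulated DMSO wells for no effect and DMSO wells without LPI for full effect; some results filed as inactive read as strong as hits; confirmed hits need IC50 under 10 µM and bright autofluorescent wells are also inconclusive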
LYP inhibition = PTPN22 lymphoid phosphatase activity blockers – biochemical, fluorescence intensity, uHTS (AID 1779); recombinant LYP phosphatase, fluorescence intensity; higher % means a stronger effect; one-dose inhibition, % at 11.5 µM; IC50 in µM for titrated hits; 290,000 tested, 0.054% active; in the data active means inhibition above about 50%;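 further: plate controls were vehicle with enzyme for no effect and no enzyme for full effect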
HIV peptide binding = cell-free HIV fusion peptide-binding blockers – biochemical, uHTS, fluorescence dequenching, primary screen (AID 1986) | cell-free peptide binding, fluorescence dequenching, 30 min; higher % means a stronger effect | inhibition, % at 20 µM; hits with a dose series show IC50 in µM | 290,000 tested, 0.3% active; in the data active means inhibition mostly above about 52%, no sharp cut-off; inactive means mostly below about 76%; further: some results filed as inactive read as strong as hits
Rac1 GTP hydrolysis = MgcRacGAP GTPase-activating activity inhibitors, confirmation, biochemical, ADP Hunter fluorescence | MgcRacGAP-stimulated Rac1 GTP hydrolysis, ADP Hunter fluorescence; higher % means a stronger effect; GST-tagged Rac1 F28L mutant substrate | inhibition, % at 30 µM, or IC50 in µM where a hit was titrated | 340,000 tested, 0.6% active;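 active means first-screen hits whose inhibition reached a set limit at any dose in the follow-up dose series; inconclusive means inhibition above the set first-screen limit but never retested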;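 further: fluorescence reports GDP produced by GAP-driven GTP hydrolysis; strong numbers were not always called active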
Siah-1 displacement = blockers of Siah-1 interaction with plectin peptide – biochemical, fluorescence polarization, rhodamine-plectin, uHTS, primary screen (AID 1817). Siah-1 / rhodamine-plectin peptide fluorescence polarization; higher % means a stronger effect. displacement, % at 20 µM; hits with a dose series show IC50 in µM. 290,000 tested, 0.02% active;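 active means displacement of at least 50% at 20 µM, with a fluorescence ratio check between 0.3 and a set limit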;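 further: plate controls were Siah plus tracer with DMSO for no effect and tracer alone without Siah for full effect; strong numbers were not always called active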
GPR35 antagonists = GPR35 antagonists blocking zaprinast-driven arrestin recruitment, primary screen, imaging, U2OS, beta-arrestin-GFP, zaprinast agonist (AID 2058). 290,000 tested, 0.052% active. U2OS GPR35 beta-arrestin-GFP translocation imaging, zaprinast antagonism; higher % means a stronger effect. one-dose inhibition, % at 10 µM; IC50 in µM for titrated hits;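 active means inhibition of at least 50% with at least 30 cells and total cytoplasm GFP at most 10,000,000; inconclusive means under 30 cells or total GFP of 10,000,000 plus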
NTR1 ag = NTR1-driven beta-arrestin-GFP spot formation – imaging, U2OS cells, high content, primary screen (AID 493036) | P30989 | agonist mode | activation, % at 20 µM | 330,000 tested, 0.17% active;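 active means activation at or above 40% of the spot to cytoplasm intensity ratio, with at least 20 cells analyzed; inconclusive means wells under 20 cells, flagged as cytotoxic or low count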;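 further: 0% = DMSO without peptide and 100% = 100 nM NTR1 peptide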
Target sequence (P30989 whole entry, looked up): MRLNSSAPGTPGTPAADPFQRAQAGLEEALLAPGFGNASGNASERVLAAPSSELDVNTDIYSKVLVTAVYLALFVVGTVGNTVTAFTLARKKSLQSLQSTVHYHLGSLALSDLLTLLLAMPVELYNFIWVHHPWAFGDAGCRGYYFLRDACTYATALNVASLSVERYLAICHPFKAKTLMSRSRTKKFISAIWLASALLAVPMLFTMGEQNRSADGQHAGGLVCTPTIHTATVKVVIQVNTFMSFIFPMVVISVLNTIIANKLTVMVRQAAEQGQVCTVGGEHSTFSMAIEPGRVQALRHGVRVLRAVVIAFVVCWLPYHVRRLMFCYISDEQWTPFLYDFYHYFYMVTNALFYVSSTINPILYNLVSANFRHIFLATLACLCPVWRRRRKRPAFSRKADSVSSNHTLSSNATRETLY
Myeloid diff MLP = compounds promoting myeloid differentiation | ER-HoxA9 myeloid progenitors, lysozyme-GFP differentiation, flow cytometry | 360,000 tested, 1% active | calls only at 10 µM;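 active means normalized GFP-positive differentiation at or above the plate's own cutoff, the solvent-only control mean plus 3 SD; inconclusive means no clear call, values can overlap the other calls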;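 further: cells exposed to compound for four days before flow analysis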
PhoP inhibition = PhoP-dependent GFP reporter repression – Salmonella Typhimurium, primary screen (AID 1863); 300,000 tested, 0.16% active; S. Typhimurium PhoP-regulated promoter GFP reporter, 4 h; higher % means a stronger effect; one-dose inhibition, % at 50 µM; IC50 in µM for titrated hits;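 active means inhibition over 29.93%, a cutoff 3 SD above the screen mean, later confirmed by dose response; inconclusive means inhibition over 29.93% but no dose response follow-up; inactive means inhibition at most 29.93% or unconfirmed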;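 further: 0% = low Mg2+ inducing control and 100% = high Mg2+ repressing control; strong numbers were not always called active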
NTR1 ag cell count 20 µM = second read-out of NTR1 ag, no call of its own (marks repeat the call); cell count; measured here: cell count, cytotoxicity flag
Myeloid diff MLP GFP+ MAC1+ % = also measured in Myeloid diff MLP; calls as there; GFP+ MAC1+ double positive, %; measured here: differentiation confirmed by MAC1 staining
The depositor's hits bear a star; i = inactive; ? = inconclusive; · = no result given; + = active, no number. Outcome played no part in choosing rows; 2.4% or so of the library scored in one or more.

SMILES	GPR55 antagonists	LYP inhibition	HIV peptide binding	Rac1 GTP hydrolysis	Siah-1 displacement	GPR35 antagonists	NTR1 ag	NTR1 ag cell count 20 µM	Myeloid diff MLP	Myeloid diff MLP GFP+ MAC1+ %	PhoP inhibition
O=C(NC(=S)NCCC1=CCCCC1)c1cccnc1	-4%	-4%	-1.3%	2%	6%	-2%	2.3	36	i	0.7	0%
CCCN1CCN(C(=O)Nc2ccc(OCC)cc2)CC1	3%	-8%	0.3%	10%	13%	14%	0.6	92	i	1.2	-6%
N#CC1=C(N)C(C#N)(C#N)C(c2cccnc2)C2COCC=C12 (configuration not stated)	·	·	·	7%	·	·	0.0	86	i	0.9	1%
O=C1CSC(c2cccnc2)N1Cc1ccc(Cl)cc1 (configuration not stated)	2%	-7%	0.2%	9%	-2%	7%	0.7	42	i	0.7	-9%
O=C(c1ccccc1-n1cccc1)N1N=C(C(F)F)CC1(O)C(F)F (configuration not stated)	10%	-8%	3.2%	2%	2%	4%	-0.2	49	i	0.4	4%
COc1ccc(OC)c(CCNC(=O)Cn2nc(C)c3c(C)n(-c4ccc(C)cc4)nc3c2=O)c1	11%	-10%	-0.1%	8%	2%	0%	1.5	65	?	·	1%
O=C(CC1N=C2c3ccccc3N=C(SCc3ccc(F)cc3)N2C1=O)NCc1ccco1 (configuration not stated)	-6%	8%	16%	2%	-3%	3%	1.9	87	i	0.8	1%
CC(C)(C)OC(=O)NNC(=S)NC1CCCCC1	2%	-6%	-1.5%	-2%	2%	-9%	0.2	40	i	1.5	0%
O=C(CN1CCCCC1)NCCNC(=O)CN1CCCCC1	20%	-7%	1.0%	9%	-1%	-11%	-1.7	76	i	0.5	4%
COCCn1ccc2c(OCC(=O)Nc3ccccc3OC)cccc2c1=O	·	·	·	6%	·	·	5.3	75	i	1.2	-8%
CNc1ccccc1C(C)(C)c1cc(-c2cccc(OC)c2)no1	5%	-1%	-1.0%	·	-1%	16%	0.0	99	+	0.4*	4%
Cc1ccc(/C=N/NC(=O)c2cccnc2)s1	-5%	-9%	-0.2%	6%	-4%	0%	-0.8	49	i	0.4	10%
C=CCn1c(=O)c(C#N)cc2c(=O)n3ccccc3nc21	6%	-20%	1.6%	15%	1%	-6%	1.2	50	i	1.2	8%
COc1ccc(C(C(=O)NCc2ccccc2)N(Cc2ccco2)C(=O)c2snc(C(N)=O)c2N)cc1OC (configuration not stated)	-2%	-9%	-0.6%	7%	6%	4%	-0.9	44	i	0.7	4%
COc1ccc(C(=O)Nc2ccc(C(=O)N3CCCC3)cc2)cc1[N+](=O)[O-]	-6%	-9%	-0.2%	5%	0%	-8%	1.2	56	i	0.8	3%
O=C(CN1CCN(C(=O)N2CCOCC2)CC1)Nc1cc(Cl)ccc1Cl	14%	-14%	-0.5%	1%	4%	1%	-0.5	58	i	0.7	4%
CCN1CCN(C(=O)c2c(-c3ccccc3)noc2C)CC1	1%	-6%	0.3%	3%	11%	-3%	-1.0	53	i	0.2	5%
Cc1cc(C)c2nc(N3CCCN(C(=O)c4cnccn4)CC3)c(C#N)cc2c1	6%	-8%	-0.1%	11%	-2%	2%	0.6	66	i	0.7	-15%
CCCCN(CCCC)CCNC(=O)CSCc1ccc(C)cc1	14%	-8%	-1.8%	147µM*	4%	9%	-0.2	58	i	0.8	-3%
COc1ccc(-n2nc3cc(C)c(NC(=O)C(C)C)cc3n2)cc1	-2%	-1%	0.7%	·	-4%	13%	·	·	·	·	13%
CC1(C)NC(=O)N(CCCOc2ccc(Br)cc2Cl)C1=O	-7%	-2%	0.5%	0%	-4%	2%	0.3	73	i	0.6	8%
Cc1ccc(NC(=O)CSC2=C(C#N)C(c3ccco3)C3=C(CCCC3=O)N2)cc1 (configuration not stated)	6%	-8%	-1.8%	7%	-7%	1%	-2.8	85	i	1.5	20%
COc1ccc(N2CCN(C(=S)Nc3ccccc3)CC2)cc1	-4%	-8%	0.7%	12%	1%	-12%	1.9	64	i	0.3	1%
CCOC(=O)c1cc(-c2ccc(C)cc2)n(CCC(=O)N2CCN(c3ccccn3)CC2)c1C	6%	3%	-2.0%	4%	-3%	-7%	13	54	i	1.3	-10%
S=C(NCCN1CCOCC1)Nc1ccc(Cl)cc1Cl	-7%	-1%	-0.4%	6%	4%	2%	-2.0	60	i	1.1	-6%
Cc1cccc(NC(=S)NCC(C)CSc2ccc(Cl)cc2)c1 (configuration not stated)	-21%	-2%	1.6%	-1%	4%	-13%	32	65	i	0.5	20%
NC(=O)CCC(NS(=O)(=O)c1ccc(Cl)cc1)C(=O)NCc1ccccc1 (configuration not stated)	4%	-4%	0.1%	·	3%	2%	0.6	81	·	·	-2%
Cc1ccc2c(c1)=C(c1sc(N(C)c3ccc(O)cc3)nc1O)C(=O)N=2	-2%	-5%	-3.6%	7%	-6%	15%	22	96	i	0.2	13%
COc1ccc(N2CCN(C(=O)c3ccc4c(=O)n(Cc5ccc6c(c5)OCO6)c(=O)[nH]c4c3)CC2)cc1	-4%	-2%	1.5%	?	-5%	-2%	8.7	61	i	5.1	-4%
C=CCn1c(=O)c2c(nc(-c3ccc(S(=O)(=O)O)cc3)n2C)n(C)c1=O	·	·	·	5%	·	·	0.2	67	i	0.9	-4%
COc1ccc(-c2noc(-c3ccc(Cl)cc3[N+](=O)[O-])n2)cc1OC	-8%	-2%	-0.8%	7%	-1%	-4%	4.6	56	i	0.4	-6%
CCOC(=O)c1ccc(NS(=O)(=O)c2cc(-c3nnnn3CC)ccc2OC)cc1	10%	-5%	-0.2%	0%	2%	-8%	-0.3	70	i	0.0	-7%
O=C(/C=C/c1cccc([N+](=O)[O-])c1)N(c1ccccn1)c1ccccn1	8%	-4%	-0.2%	-4%	7%	3%	0.3	62	i	0.0	-3%
Cc1oc2cc(O)ccc2c(=O)c1N1C(=O)c2ccccc2C1=O	-3%	6%	1.1%	4%	1%	1%	-1.5	80	i	2.8	5%
COc1ccc(-c2nnn(CC(=O)N3CCN(c4ccccc4OC)CC3)n2)cc1	-10%	-4%	3.0%	17%	6%	-3%	-1.9	42	i	1.0	-4%
Cc1ccccc1OCCC(=O)Nc1cc(S(=O)(=O)N2CCOCC2)ccc1OC(C)C	12%	-8%	-0.9%	11%	-2%	-14%	0.8	57	i	1.1	-2%
O=C(CCN=C1NS(=O)(=O)c2ccccc21)OCC(=O)c1ccccc1	·	·	·	2%	·	·	2.0	64	i	1.6	0%
CCOc1ccc(C(=O)CCC(=O)Nc2ncccc2O)cc1	·	·	·	9%	·	·	1.7	51	i	1.0	-3%
Cc1ccc(C(=O)NC(=C(Cl)Cl)S(=O)(=O)c2ccc(C)cc2)cc1	17%	-6%	-1.7%	6%	0%	-3%	1.5	60	i	0.2	2%
O=C(Cc1n[nH]c(=O)c2ccccc12)OCc1c(Cl)cccc1Cl	-3%	-10%	-1.0%	2%	11%	-4%	2.5	81	i	0.2	3%
O=C(O)C(NS(=O)(=O)c1ccccc1)C(O)c1ccccc1 (configuration not stated)	-18%	-8%	-0.3%	3%	0%	6%	0.3	56	i	0.3	2%
O=C(Nc1ccccc1N1CCCC1)C1CCN(S(=O)(=O)c2ccccc2C(F)(F)F)CC1	·	·	·	3%	·	·	0.6	45	i	0.8	-5%
CNc1nc(OC)nc(N2CCOCC2)n1	6%	-9%	3.6%	10%	0%	-3%	-2.3	72	i	0.0	-2%
Cc1cccc(N(C)c2ccc3cc(S(=O)(=O)N4CCCC4)ccc3n2)c1	-5%	-4%	-1.3%	7%	-7%	6%	1.5	63	i	1.8	6%
O=C(CCl)N(c1ccccc1)c1ccccc1	9%	-8%	-1.5%	6%	6%	8%	·	·	i	1.0	-7%
O=C(COC(=O)c1nc(Cl)c(Cl)c(Cl)c1Cl)c1ccc[nH]1	·	·	·	-2%	·	·	21	77	i	2.2	15%
N=C(N)SCc1nc2ccccc2c(=O)n1-c1ccccc1Cl	11%	-8%	-3.4%	7%	-3%	26%	-0.9	84	i	0.0	-2%
O=C(O)CNC(=O)CCCn1nnc2ccccc2c1=O	1%	4%	-2.3%	8%	-3%	-6%	-1.6	76	i	0.2	-5%
O=C(c1ccco1)N1CCN(S(=O)(=O)c2cc(Cl)ccc2Cl)CC1	16%	-10%	-0.7%	8%	0%	6%	0.4	68	i	0.9	5%
CCc1ccc(C(=O)NCc2ccc(Cl)cc2)cc1	0%	0%	0.7%	-7%	2%	5%	0.0	70	i	0.2	1%
Further entries.
SMILES	GPR55 antagonists	LYP inhibition	HIV peptide binding	Rac1 GTP hydrolysis	Siah-1 displacement	GPR35 antagonists	NTR1 ag	NTR1 ag cell count 20 µM	Myeloid diff MLP	Myeloid diff MLP GFP+ MAC1+ %	PhoP inhibition
Cc1ccc(C)c(OCCCC(=O)N2CCOCC2)c1	-2%	-10%	-1.4%	6%	-3%	-5%	-1.5	84	i	0.4	-5%
Cc1cc(SCC(=O)NC2CCCCC2)nc2ccccc12	12%	-3%	-0.4%	-6%	-3%	4%	1.2	45	?	·	-3%
Cc1cccc(C)c1NC(=O)NN=C1CCCCC1	-10%	-5%	-0.2%	2%	14%	-2%	-0.2	44	i	0.8	-10%
CCOC(=O)C1(Cc2ccc(OC)cc2)CCN(C(=O)c2ccc3[nH]ccc3c2)CC1	-10%	-5%	-1.4%	6%	10%	13%	-0.5	63	i	0.9	6%
COc1ccc(-c2noc(CSc3nnc(-c4ccccc4)n3C)n2)cc1	13%	-2%	-2.8%	10%	1%	5%	2.1	73	i	6.8	-3%
COCCNC(=O)CN(CCc1ccccc1)S(=O)(=O)c1ccc(Br)cc1	14%	-10%	-0.1%	-14%	0%	-2%	0.3	60	i	1.5	-5%
C/C(=N/Nc1ncc(Br)cn1)c1ccc(Br)cc1	-1%	-3%	-0.1%	17%	5%	4%	0.3	62	i	0.1	5%
Cn1ccnc1SCC(=O)Nc1cc(F)ccc1F	6%	-10%	1.4%	7%	10%	-7%	0.7	62	i	0.0	-1%
Cc1cc(C)c(C(N)=O)c(Nc2cccc3ccccc23)n1	-4%	-5%	8.1%	13%	35%	0%	-1.0	61	i	0.1	3%
O=C(Nc1ccccn1)c1ccc([N+](=O)[O-])cc1Cl	8%	-9%	1.6%	8%	2%	5%	4.0	56	i	0.0	7%

From PubChem
